# High-throughput results as filed in PubChem.
# SENP8 block-1 = SENP8 (human) protease inhibition. recombinant SENP8, Nedd8 substrate fluorescence. actives 0.64% (n = 360,000). AID 602440. inhibition, % at 20 µM. Q96LD8; in the data active = inhibition mostly above about 40%, no sharp cut-off; inactive = mostly below about 27%
# PfGluPho inh = PfG6PD (Plasmodium falciparum) enzyme inhibition | PfGluPho enzyme, NADPH resazurin-diaphorase fluorescence | inhibition, % at 20 µM | actives 0.78% (n = 350,000);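 active = inhibition reaching at least a set limit at 20 µM in the primary screen, cut at about 59% in these data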;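 note: 0% = DMSO wells with substrate and 100% = DMSO wells lacking glucose-6-phosphate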
# HKDC1 inh = blocks human hexokinase HKDC1 activity. inhibition, % at 20 µM. recombinant HKDC1, G6PDH/diaphorase resazurin coupled fluorescence. AID 493160. Q2TB90. actives 0.16% (n = 340,000);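 active = inhibition above about 35% when tested at 20 µM, limit read from the data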;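 note: plate controls were DMSO wells with enzyme for no effect and DMSO wells lacking enzyme for full effect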
#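 Test system: Recombinant HKDC1 (HK5) hexokinase enzyme, produced in-house | Input: HKDC1 at 5 µg/mL | Buffer or medium: Tris pH 8.0 buffer with MgCl2, Tween-20, BSA, BME | Schedule: 90 min reaction incubation at room temperature, dark | Technique: Resazurin-to-resorufin fluorescence via G6PDH and diaphorase coupling, 525/613 nm | Controls: DMSO wells with and without enzyme mix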
# SENP7 inh = inhibitors of human SENP7 protease; Q9BQF6; actives 1.5% (n = 330,000); AID 434973; recombinant SENP7, Z-RLRGG-aminoluciferin luminescence, 40 min; inhibition, % at 5 µM;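 active = inhibition above about 50% at the single test dose, limit read from the data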;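 note: plate controls were DMSO with enzyme for no effect and no enzyme buffer wells for full effect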
# Target sequence (Q9BQF6 706-1050 limits assumed): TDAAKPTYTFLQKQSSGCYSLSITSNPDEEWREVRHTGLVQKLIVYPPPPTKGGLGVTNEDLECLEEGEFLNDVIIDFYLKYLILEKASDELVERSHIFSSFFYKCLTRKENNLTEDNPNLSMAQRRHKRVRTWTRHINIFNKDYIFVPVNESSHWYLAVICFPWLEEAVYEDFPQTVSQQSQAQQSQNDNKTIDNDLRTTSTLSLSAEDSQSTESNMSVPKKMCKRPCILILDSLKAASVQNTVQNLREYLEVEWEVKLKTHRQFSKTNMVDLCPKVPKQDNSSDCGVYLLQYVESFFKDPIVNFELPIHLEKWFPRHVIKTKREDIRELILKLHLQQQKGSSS
# SENP1 FRET inh = inhibitors of human SENP1 SUMO protease catalytic domain; Q9P0U3; recombinant SENP1 catalytic domain, CyPet-SUMO1-YPet FRET cleavage; inhibition, % at 10 µM; actives 0.21% (n = 360,000); AID 624204;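 active = inhibition at least 30% at 10 µM, raw YFP signal under a set limit, fluorescence ratio 0.5 to 1.5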;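 note: 0% = enzyme with DMSO and 100% = no enzyme wells; some results filed as inactive read as strong as hits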
# Target sequence (Q9P0U3 419-644 limits assumed): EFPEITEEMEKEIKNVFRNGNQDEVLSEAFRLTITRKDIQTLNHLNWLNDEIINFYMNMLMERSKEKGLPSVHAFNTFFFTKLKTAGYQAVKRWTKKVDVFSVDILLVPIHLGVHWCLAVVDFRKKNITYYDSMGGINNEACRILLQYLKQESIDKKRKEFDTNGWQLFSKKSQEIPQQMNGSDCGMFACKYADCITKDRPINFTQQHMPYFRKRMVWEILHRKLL
#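 Compound: 10 µM single point, 0.5% DMSO; Test system: hSENP1 catalytic domain, recombinant; Timing: 50 min reaction at room temperature; Technique: FRET, CFP and YFP emission; Control set: no-enzyme wells low, DMSO-plus-enzyme wells high control.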
# SENP8 block-2 = blocks the human protease SENP8; Q96LD8; purified SENP8, Z-RLRGG-aminoluciferin cleavage, luminescence; inhibition, % at 10 µM; actives 1.2% (n = 330,000); AID 2540; in the data active = inhibition above about 50%
# Apaf-1 inh = human Apaf-1 inhibition; O14727; reconstituted apoptosome caspase-3 activity, DEVD-Rh110 fluorescence; inhibition, % at 20 µM; actives 0.71% (n = 330,000); AID 489030; active = inhibition of at least 40% at 20 µM;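 note: plate controls were DMSO wells for no effect and DEVD-CHO caspase inhibitor wells for full effect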
#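 Material: reconstituted apoptosome with Apaf-1, cytochrome c, caspase-9, procaspase-3, dATP / Buffer or medium: pH 7.5 Hepes buffer with CHAPS, BSA, DTT / Also added: cytochrome c with DEVD-Rh110 / Schedule: compound with Apaf-1, dATP, procaspase-3 30 min, then 50 min reaction, room temperature / Technique: rhodamine 110 fluorescence at Ex 480/Em 540 nm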
# SENP6 inh = blocks the human protease SENP6; Q9GZR1; Recombinant SENP6 catalytic domain, aminoluciferin luminescence; inhibition, % at 10 µM; actives 1.8% (n = 330,000);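 active = inhibition above about 50% at the single tested dose, limit read from the data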;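 note: plate controls were DMSO wells with enzyme for no effect and DMSO wells lacking enzyme for full effect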
# Target sequence (Q9GZR1 628-1112 limits assumed): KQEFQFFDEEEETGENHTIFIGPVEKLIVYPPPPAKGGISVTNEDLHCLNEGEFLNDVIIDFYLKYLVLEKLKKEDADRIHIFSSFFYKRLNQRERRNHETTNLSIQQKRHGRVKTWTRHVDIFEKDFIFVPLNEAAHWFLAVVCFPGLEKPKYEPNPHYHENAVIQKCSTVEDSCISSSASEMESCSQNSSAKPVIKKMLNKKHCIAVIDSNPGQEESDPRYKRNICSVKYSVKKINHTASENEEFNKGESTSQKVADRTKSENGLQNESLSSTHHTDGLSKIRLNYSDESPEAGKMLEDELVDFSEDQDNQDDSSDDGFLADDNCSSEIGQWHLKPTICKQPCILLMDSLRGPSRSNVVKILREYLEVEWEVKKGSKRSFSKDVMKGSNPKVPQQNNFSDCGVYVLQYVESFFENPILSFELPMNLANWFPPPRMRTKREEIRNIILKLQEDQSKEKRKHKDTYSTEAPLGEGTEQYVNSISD
# Starred values were filed as active, the others as inactive; . = no result given.
SMILES | SENP8 block-1 | PfGluPho inh | HKDC1 inh | SENP7 inh | SENP1 FRET inh | SENP8 block-2 | Apaf-1 inh | SENP6 inh
CC1CCCCN1C(=O)COC(=O)Cc1c[nH]c2ccccc12 (stereo not drawn) | 2 | 8 | -6 | -5 | -6 | 3 | 0 | -7
CCOC(=O)C(O)(CCC(O)(C(=O)OCC)C(=O)OCC)C(=O)OCC | 17 | -14 | -3 | 5 | 1 | -9 | -20 | -7
COc1cccc(C2c3cc4c(cc3OC(NNC(N)=O)C2C)OCO4)c1O (stereo not drawn) | 14 | 40 | -1 | . | 1 | . | . | .
COC(=O)c1cn(C(=O)/C=C/c2ccc(OC)c(OC)c2)c2ccccc12 | -368 | 11 | 1 | -4 | -24 | -6 | 7 | -20
CC(C(=O)Nc1ccccc1-c1ccccc1)N(C)Cc1nc2ccccc2c(=O)[nH]1 (stereo not drawn) | 4 | 13 | -11 | 5 | -2 | 6 | -3 | 11
Cc1ccc(N=N/C(=C\O)C(=O)c2ccc(Cl)cc2)cc1 | 30 | 3 | 12 | 1 | 7 | -2 | 16 | 8
COc1ccc(S(=O)(=O)N(C)c2ccc(C(=O)N3CCCC3)cc2)cc1OC | 3 | -6 | -7 | -6 | 1 | -8 | 8 | -25
COc1cccc(OC)c1C(=O)Nc1cccnc1 | 7 | 4 | -1 | 7 | 1 | 0 | 5 | -18

# Full records from above.
# Cc1ccc(N=N/C(=C\O)C(=O)c2ccc(Cl)cc2)cc1 is listed with SENP8 block-1 = 30; PfGluPho inh = 3; HKDC1 inh = 12; SENP7 inh = 1; SENP1 FRET inh = 7; SENP8 block-2 = -2; Apaf-1 inh = 16; SENP6 inh = 8
# COc1cccc(OC)c1C(=O)Nc1cccnc1 is listed with SENP8 block-1 = 7; PfGluPho inh = 4; HKDC1 inh = -1; SENP7 inh = 7; SENP1 FRET inh = 1; SENP8 block-2 = 0; Apaf-1 inh = 5; SENP6 inh = -18

# (cont.)
SMILES | SENP8 block-1 | PfGluPho inh | HKDC1 inh | SENP7 inh | SENP1 FRET inh | SENP8 block-2 | Apaf-1 inh | SENP6 inh
COc1ccccc1CNC(=O)COC(=O)c1cccc(S(=O)(=O)N2CCOCC2)c1 | 26 | 14 | -7 | 4 | 1 | -5 | 0 | -7
O=C(COC(=O)c1ccc(O)cc1)c1ccc2c(c1)OCCO2 | -1 | -13 | -3 | 57* | -1 | 70* | 4 | 87*
COc1cc(OC)cc(-c2c(C#Cc3ccsc3)c3cc(-c4ccc5c(c4)OCO5)ccc3n2C)c1 | -481 | -14 | -3 | 1 | -4 | -1 | -2 | 2
Cc1cc(NC(=O)CN2CCCCC2)no1 | 2 | -9 | -7 | 5 | 2 | 0 | -5 | 15
O=C(CN(CC1CCCO1)C(=O)CNS(=O)(=O)c1ccc(F)cc1)NCc1ccc(F)cc1 (stereo not drawn) | 8 | -6 | -2 | -6 | 1 | 5 | -5 | 2
Cc1ccc(NC(=O)C2CCN(S(=O)(=O)c3ccc4[nH]c(=O)oc4c3)CC2)cc1F | 9 | -27 | 2 | -1 | 1 | -1 | -3 | 3
COc1ccc(-n2c(SCC(=O)Nc3ccccc3OC)nc(O)c(Cc3ccccc3)c2=O)cc1 | 6 | -4 | 3 | -81 | 0 | -14 | 5 | 0
CCN(CC)S(=O)(=O)c1ccc2c(c1)nc(SCC(N)=O)n2-c1ccc(OC)cc1 | 13 | 3 | -6 | 8 | -3 | -9 | 19 | -14
CCN(CC)CCCNc1ccc(-c2nnc(-c3ccc(OCC(C)C)cc3)o2)cn1 | -313 | 13 | 2 | 0 | -2 | -1 | 41* | 31
OCCN1CCN(CCOc2cccc(Cl)c2)CC1 | 28 | -2 | -2 | 2 | 3 | -1 | -3 | -5
COC(=O)[C@H](Cc1ccccc1)NC(=O)[C@@H](N)CC(=O)OCc1ccccc1 | 17 | -9 | 5 | -1 | 2 | 11 | -7 | 8
O=C(COC(=O)C1CC(O)CN1C(=O)Oc1ccccc1)c1ccc(Br)cc1 (stereo not drawn) | 14 | -8 | 8 | 3 | 2 | -2 | 4 | -6
Cc1ccccc1NC(=O)CSc1nn2c(=O)c(C)nnc2s1 | 22 | 2 | -6 | 5 | 3 | -4 | -11 | 0
CCN(CC)S(=O)(=O)c1ccc(NC(=O)c2nc3nc(C)cc(C)n3n2)cc1 | . | . | . | 5 | . | 4 | -2 | 10
CO/N=C\CC(=O)Nc1ccc(Cl)cc1Cl | 16 | -6 | -11 | -3 | 0 | -3 | 9 | 1
COc1cc(C2C(C(=O)c3cc4ccccc4o3)=C(O)C(=O)N2c2cc(C)on2)cc(OC)c1OC (stereo not drawn) | -29 | -14 | 1 | 2 | -117 | -2 | 11 | 0
COc1cc(Cl)cc(C(=O)O)c1OCC(=O)O | 13 | -4 | -9 | -9 | 3 | -7 | 2 | 11
CCC(=NCc1ccco1)c1c(C(F)(F)F)[nH]n(-c2nc3ccccc3s2)c1=O | 3 | 21 | -1 | 96* | -1 | 88* | 8 | 96*
O=C(c1cc(-c2ccccc2)nc2ccccc12)N1N=C(C(F)F)CC1(O)C(F)F (stereo not drawn) | -22 | -3 | -3 | 11 | 0 | 1 | -3 | -12
CCC(CC)C(=O)Nc1ccc([N+](=O)[O-])cn1 | -1 | -8 | -3 | -4 | 1 | -5 | 2 | -36
CCOCCCNc1ccc(N2C(=O)CCCC2=O)cc1[N+](=O)[O-] | 23 | -14 | 4 | 2 | 3 | 5 | 1 | -7
CCOC(=O)CSc1nc2cc(C(=O)NCc3ccco3)ccc2c(=O)n1C1CCCCC1 | 4 | -23 | -4 | 3 | 1 | 4 | -1 | -13
Cc1ccn2cc(-c3cccc(NS(C)(=O)=O)c3)nc2c1 | -399 | 12 | -6 | 15 | 3 | 12 | 7 | 30
C(=N\n1cnnc1)/c1ccccn1 | 25 | 8 | -10 | 0 | -5 | 2 | -15 | 2

# Next part, starting with the last 4 of the part before.
SMILES | SENP8 block-1 | PfGluPho inh | HKDC1 inh | SENP7 inh | SENP1 FRET inh | SENP8 block-2 | Apaf-1 inh | SENP6 inh
CCOCCCNc1ccc(N2C(=O)CCCC2=O)cc1[N+](=O)[O-] | 23 | -14 | 4 | 2 | 3 | 5 | 1 | -7
CCOC(=O)CSc1nc2cc(C(=O)NCc3ccco3)ccc2c(=O)n1C1CCCCC1 | 4 | -23 | -4 | 3 | 1 | 4 | -1 | -13
Cc1ccn2cc(-c3cccc(NS(C)(=O)=O)c3)nc2c1 | -399 | 12 | -6 | 15 | 3 | 12 | 7 | 30
C(=N\n1cnnc1)/c1ccccn1 | 25 | 8 | -10 | 0 | -5 | 2 | -15 | 2
CCOC(=O)Cn1c(=O)c2c(nc(Br)n2Cc2ccccc2Cl)n(C)c1=O | 6 | -25 | 2 | -1 | 1 | 2 | -9 | -14
COc1ccc(C2C(C(=O)Nc3cc(OC)c(OC)c(OC)c3)c3ccccc3C(=O)N2C)cc1 (stereo not drawn) | 15 | -6 | -7 | 19 | 0 | -5 | 0 | -6
CSc1nc2c(c(=O)n1C)SC(C)C2 (stereo not drawn) | 3 | 12 | 4 | -1 | -17 | 4 | -5 | 7
Nc1nn(-c2ccccc2)nc1C(=O)OCc1ccccc1F | -456 | . | . | -7 | -1 | -11 | 15 | -27
O=C1NC2(NN1c1ccccc1)C1CC3CC(C1)CC2C3 (stereo not drawn) | 26 | -22 | 2 | -1 | -1 | -4 | 4 | -11
COc1ccc(CC(=S)N2CCOCC2)cc1F | 15 | -20 | 13 | 3 | 1 | -1 | 2 | 19
NC(=O)c1cnn(C2CCS(=O)(=O)C2)c1 (stereo not drawn) | -2 | 12 | 10 | -4 | -5 | 2 | 10 | -21
O=C(CSc1ccc2nnc(-c3cccnc3)n2n1)N1CCOCC1 | -121 | 7 | -4 | -11 | 2 | 5 | 5 | 5

# 2 records drawn at random from the list so far:
SMILES | SENP8 block-1 | PfGluPho inh | HKDC1 inh | SENP7 inh | SENP1 FRET inh | SENP8 block-2 | Apaf-1 inh | SENP6 inh
Nc1nn(-c2ccccc2)nc1C(=O)OCc1ccccc1F | -456 | . | . | -7 | -1 | -11 | 15 | -27
CSc1nc2c(c(=O)n1C)SC(C)C2 (stereo not drawn) | 3 | 12 | 4 | -1 | -17 | 4 | -5 | 7

# Structural class, the entries above with fluorine
SMILES | SENP8 block-1 | PfGluPho inh | HKDC1 inh | SENP7 inh | SENP1 FRET inh | SENP8 block-2 | Apaf-1 inh | SENP6 inh
O=C(CN(CC1CCCO1)C(=O)CNS(=O)(=O)c1ccc(F)cc1)NCc1ccc(F)cc1 (stereo not drawn) | 8 | -6 | -2 | -6 | 1 | 5 | -5 | 2
Cc1ccc(NC(=O)C2CCN(S(=O)(=O)c3ccc4[nH]c(=O)oc4c3)CC2)cc1F | 9 | -27 | 2 | -1 | 1 | -1 | -3 | 3
CCC(=NCc1ccco1)c1c(C(F)(F)F)[nH]n(-c2nc3ccccc3s2)c1=O | 3 | 21 | -1 | 96* | -1 | 88* | 8 | 96*
O=C(c1cc(-c2ccccc2)nc2ccccc12)N1N=C(C(F)F)CC1(O)C(F)F (stereo not drawn) | -22 | -3 | -3 | 11 | 0 | 1 | -3 | -12
Nc1nn(-c2ccccc2)nc1C(=O)OCc1ccccc1F | -456 | . | . | -7 | -1 | -11 | 15 | -27
COc1ccc(CC(=S)N2CCOCC2)cc1F | 15 | -20 | 13 | 3 | 1 | -1 | 2 | 19

# The results go on:
SMILES | SENP8 block-1 | PfGluPho inh | HKDC1 inh | SENP7 inh | SENP1 FRET inh | SENP8 block-2 | Apaf-1 inh | SENP6 inh
COc1ccc(C(=O)N(C)Cc2ccc(C)o2)cc1OC1CCN(C(C)=O)CC1 | 1 | -3 | -1 | -16 | -4 | -6 | 3 | -11
Cc1ccc(-n2c(N)c(C(=O)N3CCOCC3)sc2=S)c(C)c1 | 10 | -1 | 0 | 1 | 1 | 1 | 4 | -3
Cc1ccc(S(=O)(=O)NCC(=O)OCC(=O)NC(=O)c2cccn2C)cc1 | -23 | 6 | -4 | -8 | -6 | -6 | -3 | -13
O=c1c2ccccc2nc(COc2ccccc2)n1/N=C/c1ccc(O)c(O)c1 | 15 | -26 | -11 | -2 | 5 | -13 | 2 | -3
CC(=O)OCC#CCSc1nc2ccccc2n1C | 7 | 28 | -10 | -6 | 1 | -8 | -5 | -19
Cc1[nH]c2ccccc2c1C(=O)CSC(=S)N1CCCCC1 | -1 | 46 | -6 | -7 | -1 | -17 | -3 | -39
COc1ccc(CNC(=O)C(C)N2C(=O)COc3ccc(C)cc32)c(OC)c1 (stereo not drawn) | 17 | -4 | -5 | -4 | 1 | -6 | 2 | -26
O=c1[nH]c2ccccc2nc1Cc1ccc(Cl)cc1 | -32 | 12 | -4 | 0 | 2 | -2 | 8 | -27

# Compounds as they come. About 3.6% of those tested had a hit in this group.
